Pf Dd2 inh: qHTS Primary assay for Inhibitors of Plasmodium falciparum Dd2 growth in vitro; P. falciparum Dd2 growth, SYBR Green, 72 h; 4.3% of 120,000 active; AID 1347417, 2020; Potency, µM (highest dose often 28.9 µM), for the others: top-dose activity, negative = inhibition, usual class: inhibitors; active = well fitted inhibition curve with a large enough effect; inconclusive = small, poorly fitted or top-dose-only effect; inactive = no such curve, though single readings can be large or run the other way;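 also: plate controls were DMSO vehicle for no effect and reference drug for full effect; nearly all actives have a fitted effect of over 65% in size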
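Readout: SYBR Green fluorescence, 485 nm excitation, 535 nm emission, after ~16 h lysis at 37C. Before that, Dd2-infected red cells (2.5% hematocrit) grew 72 h with compound, 29 uM top final concentration.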
Starred values were filed as active, the others as inactive; i = inactive; ? = inconclusive; [ ] = remark or other dose. Potency is read from the fitted curve at half-maximal effect. Some of the compounds tested; count on the stated rates, not on these rows.

SMILES	Pf Dd2 inh
COc1ccc(C(=O)NC2CCN(c3cc(-c4cccs4)[nH]n3)CC2)cc1OC	0%
O=C(c1ccc2c(c1)N(Cc1ccc(Cl)cc1)C(=O)c1ccccc1S2=O)N1CCN(c2ccccc2F)CC1 (stereo not given)	?
Cc1ncoc1C(=O)N1CCCN(S(C)(=O)=O)C(c2ccccc2)CC(=O)NCC1 (stereo not given)	-1%
c1cnc(N2CCC3(CCCN3Cc3ccc(-c4ccn[nH]4)s3)CC2)nc1	-12%
COc1cccc(NS(=O)(=O)c2ccc3[nH]cc(C(=O)NCCc4ccc(C)cc4)c(=O)c3c2)c1	2%
CC(C)COc1ccc(C(=O)N(Cc2cccc(F)c2)C2CCS(=O)(=O)C2)cc1 (stereo not given)	?
Cc1ccc(CNC(=O)c2nc(-c3ccc(Cl)cc3)n3c2CCCCC3)cc1	?
COc1cccc(-c2ccc(NC(=O)C3CCCN(C(=O)Cn4cncn4)C3)cc2)c1 (stereo not given)	-22%
COc1ccc(-c2cc3c(cn2)CN(Cc2cccnc2)CCN3)cc1OC	0%[44.1 µM]
CCC(=O)N1CCC(Cc2ccc(C(N)=O)cc2)CC1	8%
CN1C(=O)C2(CCN(C(=O)c3ccn(C(C)(C)C)c3)CC2)c2ccccc21	?
O=C1NCCCCCN(C(=O)c2ccncc2)[C@H]2CCCC[C@@H]12	20%
O=C(c1cncc(Br)c1)N1CCCC(Cc2nc(C3CCOCC3)no2)C1 (stereo not given)	10%
O=C(Nc1noc2ccccc12)c1c(F)cccc1F	-8%
COc1ccccc1-c1nc(-c2nnn3c2COC(c2ccc(C)cc2)C3)no1 (stereo not given)	i
OC1(c2csc(CN3CCOCC3)n2)CCN(CC2CCCCC2)CC1	?
CCOc1ccc(CCn2c3c(c(=O)[nH]c2=O)C(NC(=O)c2cccc(F)c2)(C(F)(F)F)C(=O)N3)cc1OCC (stereo not given)	-10%
O=C1CCCCC(C(=O)N2CCOCC2)N1 (stereo not given)	3%
O=C(c1cccnc1)N1CCC2(CC1)COc1ccccc1NC2=O	19%
CSc1cccc(NC(=O)Cn2c3ncccc3c(=O)n2-c2ccc(C)cc2)c1	?
O=C1CCN(C(=O)Cc2cccc(F)c2)CCOCCN1	?
COc1ccc(-c2noc(N3CCC(C(=O)Nc4ccc(F)cc4Cl)CC3)n2)cc1	38%[activator]
COCCNC(=O)Cn1c(=O)n(CCCCCC(=O)Nc2ccccc2)c(=O)c2sccc21	13%
CN(C)S(=O)(=O)N1CCC2(CCCN(Cc3ccc(F)c(F)c3)C2=O)C1 (stereo not given)	-11%
COCc1ncc(CN2CCC(c3[nH]ncc3-c3ccccc3C)CC2)cn1	?

A stretch taken from the entries so far:
SMILES	Pf Dd2 inh
COc1ccc(C(=O)NC2CCN(c3cc(-c4cccs4)[nH]n3)CC2)cc1OC	0%
O=C(c1ccc2c(c1)N(Cc1ccc(Cl)cc1)C(=O)c1ccccc1S2=O)N1CCN(c2ccccc2F)CC1 (stereo not given)	?
Cc1ncoc1C(=O)N1CCCN(S(C)(=O)=O)C(c2ccccc2)CC(=O)NCC1 (stereo not given)	-1%
c1cnc(N2CCC3(CCCN3Cc3ccc(-c4ccn[nH]4)s3)CC2)nc1	-12%
COc1cccc(NS(=O)(=O)c2ccc3[nH]cc(C(=O)NCCc4ccc(C)cc4)c(=O)c3c2)c1	2%
CC(C)COc1ccc(C(=O)N(Cc2cccc(F)c2)C2CCS(=O)(=O)C2)cc1 (stereo not given)	?
Cc1ccc(CNC(=O)c2nc(-c3ccc(Cl)cc3)n3c2CCCCC3)cc1	?

(continued)
SMILES	Pf Dd2 inh
CC(=O)c1ccc(NC(=O)CSc2nnc3ccc(-c4ccc(F)cc4)nn23)cc1	115%[activator]
CNC(=O)c1cccc(-c2cnc3[nH]cc(CC(=O)N4CCC(OC)CC4)c3c2)c1	-13%[44.1 µM]
CCc1ccc(C2CC(=O)Nc3c2c(=O)nc2c(C)cccn32)cc1 (stereo not given)	14%
O=C(C1CCCC1)N1Cc2ccccc2CC2(CCN(Cc3ccccn3)C2)C1 (stereo not given)	?
COc1ccc(CNC(=O)c2cccc(N3CCCS3(=O)=O)c2)cc1	122%[activator]
COC1CN(c2cccc(F)c2)C12CCN(C(=O)CC1CCCCC1)CC2 (stereo not given)	8.9µM*
CCNC(=O)N[C@H]1C[C@@H](Cc2cc(CC(C)C)on2)C1(C)C	i
Cc1noc(-c2ccc(OC3CN(C(=O)NC4CCCC4)C3)cc2)n1	32%[activator][5.79 µM]
COc1ccc(S(=O)(=O)N(CCc2ccccc2)CC(=O)Nc2cc(C)ccc2C)cc1	i
COc1ccc(CCNC(=O)CSc2n[nH]c(-c3ccccc3Cl)n2)cc1OC	4%
COc1ccc(CNC(=O)[C@@H]2Cc3nc[nH]c3CN2Cc2ccc(CO)o2)cc1	i
O=C(NCCN1CCCCC1)C1CN(S(=O)(=O)c2cccnc2)CC12CCCCC2 (stereo not given)	?
COc1ccc(Cn2ccc3nc(C)c(C(=O)Nc4ccc(OC)cc4)cc3c2=O)cc1	-8%
COc1ccc(-c2cn3c(n2)sc2cc(C(=O)NCC(C)c4ccccc4)ccc23)cc1 (stereo not given)	?
COc1ccccc1CC(=O)N1CCC2(CC1)N=C(c1cccc(Br)c1)NO2	?
CCc1ccc(NC(=O)c2sc3nc(C)cc(C)c3c2NC(=O)c2ccccc2)cc1	13%
CN1CC(=O)N(c2ccccc2F)Cc2c(NCc3ccccn3)ncnc21	-21%
CCc1ccc2oc(-c3ccc(NC(=O)c4cc5ccccc5o4)cc3)nc2c1	?
CCc1noc(-c2nc(-c3ccc(OC)cc3OC)no2)n1	?
CC(=O)Nc1ccccc1-c1nc2ccccc2n(CC(=O)Nc2cccc(C(F)(F)F)c2)c1=O	25%
Cc1ccc(-n2c(/C=C\c3ccc(F)cc3)nc3ccccc3c2=O)cc1Cl	i
O=C(CN1CC2CC(C1)[C@H]1CCCC(=O)N1C2)N1CCN(c2ncccn2)CC1 (stereo not given in full)	-4%
O=C(CCc1cccnc1)N1CC(COc2ccccc2)C2(C1)CN(c1ccccc1)C2 (stereo not given)	-8%[44.1 µM]
CC(C)Cn1c(CN2CCSCC2)cnc1S(=O)(=O)Cc1ccccc1	-22%
CCN(c1ccc(Cl)cc1)S(=O)(=O)c1nnc(NC(=O)c2ccccc2C)s1	-2%

Entries listed so far that have two or more sulfur atoms (2):
SMILES	Pf Dd2 inh
CC(C)Cn1c(CN2CCSCC2)cnc1S(=O)(=O)Cc1ccccc1	-22%
CCN(c1ccc(Cl)cc1)S(=O)(=O)c1nnc(NC(=O)c2ccccc2C)s1	-2%

(continued)
SMILES	Pf Dd2 inh
COc1ccc(-c2cc(C(=O)NCC3CC3)c3c(C)nn(-c4ccccc4)c3n2)cc1	-22%
COCc1nc(CCNC(=O)CCc2ccccc2)no1	38%[activator]
COc1ccccc1CNC(=O)CSc1nnc(C)c2c(C)n(-c3ccccc3)nc12	-11%
Cc1ccccc1NC(=O)c1c(C)oc2ccc(O)c(CN3CCCCCC3)c12	2.5µM*
COc1ccc(OC)c(CCNC(=O)C(C)n2c(C)c3cnn(-c4ccccc4)c(=O)c3c2C)c1 (stereo not given)	i
CS(=O)(=O)N1CCC2(CC1)CN(Cc1ccc(O)cc1)Cc1ccccc1O2	5%
CCOC(=O)c1ccccc1NC(=O)c1sc2ccccc2c1Cl	61%[activator]
CC1=C[C@@H](CNC(=O)[C@@H]2CCCC[C@@H]2C(=O)O)[C@H](C(C)C)C[C@H]1Cc1nc2ccccc2[nH]1	?
CS(=O)(=O)N(C1CCOCC1)C1CCN(C(=O)CC2CCCC2)CC1	36%[activator]
CN(Cc1cccnc1)Cc1cccn1C	-18%[44.1 µM]
CC[C@H]1CN(C(=O)Nc2cccc(C(F)(F)F)c2)CC[C@H]1CC(=O)NCc1cccc2ccccc12	10%
O=[N+]([O-])c1cccc(-c2noc([C@@H]3C[C@@H](O)CN3Cc3ccccc3)n2)c1	i
COCc1nc2nccc(-c3ccc(OC)cc3F)n2n1	7%
O=C1CCN(Cc2cccc(OC(F)(F)F)c2)CCCCCCN1	?
CCN(C(=O)Cn1c(=O)oc2cc(S(=O)(=O)N3CCCCC3)ccc21)c1ccccc1	i
O=[S+]([O-])(Nc1ccccc1)c1ccc2c(c1)OCCN(Cc1cncnc1)C2	i
O=C(c1ccc(C(F)(F)F)cc1)N1CCC2(C1)C(=NC1CCCC1)NC(=O)N2c1cc(F)cc(F)c1 (stereo not given)	?
Cc1ccc(NS(=O)(=O)c2ccc3[nH]c4c(c3c2)CCCCCC4)cc1	i
CC(C)C[C@H]1NC(=O)[C@@H]2C[C@@H](NC(=O)COCC(=O)O)CCN2C1=O	-5%[44.1 µM]
CC1(C)C[C@@H]2C[C@@](C)(CN2C(=O)c2coc(COc3ccc4c(c3)OCO4)n2)C1	-2%
CCCCCN(CCC(=O)NCc1ccc2c(c1)OCO2)C(=O)c1cc(C)oc1C	i
CN1C[C@@H](NC(=O)c2ccc(F)cc2)C[C@H]1c1nc(-c2ccc(Cl)cc2)no1	i
C[S+](=O)([O-])N1CCC2(C1)OC(=O)Nc1cnccc12 (stereo not given)	8%[44.1 µM]
Cc1sc2ccn(CC(C)C)c(=O)c2c1C(=O)N1CCC(C)CC1	-12%
CC(Cc1ccc2c(c1)OCO2)CN1CCC(CO)(CN2CCCC2)CC1 (stereo not given)	5µM*

In another format: entries from further up
SMILES: Cc1sc2ccn(CC(C)C)c(=O)c2c1C(=O)N1CCC(C)CC1
  Pf Dd2 inh: -12%

SMILES: CC(Cc1ccc2c(c1)OCO2)CN1CCC(CO)(CN2CCCC2)CC1 (stereo not given)
  Pf Dd2 inh: 5µM*

Following part.
SMILES	Pf Dd2 inh
COc1cccc(CN2CCC(N3CCCNC3=O)CC2)c1	-18%[44.1 µM]
CCn1nc(C)c(CN2CCC(C3CCNC3)CC2)c1C (stereo not given)	22%
CCOC(=O)N1CCc2c(sc(NCc3ccc(N(C)C)cc3)c2C(=O)Nc2ccccc2OCC)C1	?
COCC(=O)N1CCCC(c2nc(-c3ccc(C)nn3)no2)C1 (stereo not given)	2%
O=C(NCCCN1CCN(c2ccccc2F)CC1)c1nnc(Cc2ccc(Cl)cc2Cl)o1	-6%
N#Cc1ccc(S(=O)(=O)N2C[C@@H](Oc3cccnc3)C[C@H]2C(=O)N2CCOCC2)cc1	0%
Cc1noc(C)c1CC(=O)NCC1CCN(c2cc(-c3ccc(F)cc3)[nH]n2)CC1	-12%
CCCn1ccc2sc(C)c(C(=O)NCc3ccc(F)cc3)c2c1=O	-9%
COCCNS(=O)(=O)c1cc(C(=O)O)cc(-c2ccc(OC)c(F)c2)c1	-11%
CCOc1cc(C(=O)N2CCN(c3cc(-c4ccc(F)cc4)[nH]n3)CC2)cc(OCC)c1OCC	?
COc1ccc(-c2nsc(NC(=O)c3oc4ccc(Cl)cc4c3C)n2)cc1	61%[activator]
Cc1ccc2c(c1)c1c(c(=O)n(-c3ccccc3C)c(=O)n1Cc1ccccc1F)n2C	?
COc1ccc(CN2Cc3[nH]cnc3C[C@H]2c2nc(-c3cnccn3)no2)cc1	?
c1coc(-c2ccnc3nc(C4CCC4)nn23)c1	-7%
CCn1ccnc1CN1CCCC1C(=O)Nc1ccc(-c2cccc(F)c2)cc1 (stereo not given)	?
CC(=O)Nc1ccc(S(=O)(=O)NC[C@@H]2C=C(C)[C@H](CC(=O)NCCN(C)C)C[C@H]2C(C)C)cc1	-2%
COCCN(C)C(=O)C(C)(C)Oc1nn(Cc2cccc(Cl)c2)c2ccccc12	?
COCCNc1nc2c(S(=O)(=O)c3ccc(C)cc3)nnn2c2ccccc12	-6%
O=C(NC1CCCN(c2cc(N3CCCC3)ncn2)C1)c1ccccc1 (stereo not given)	-11%[5.79 µM]
COc1ccc(CN2COc3ccc4c(-c5ccccc5)cc(=O)oc4c3C2)cc1	1.1µM*
OC1CC(c2cc(NCCOc3ccccc3)ncn2)C1 (stereo not given)	-5%
c1cncc(-c2cnc([C@@H]3COCCN3Cc3ncc[nH]3)[nH]2)c1	-10%[44.1 µM]
Cc1cnc(CCNC(=O)NC(C)C)n1C1CC1	-17%
O=C(NCCCN1CCN(c2ccc(F)cc2)CC1)C1COc2ccccc2C1 (stereo not given)	?
COc1ccc(NC(=O)C(C)N2Cc3ccccc3C2=O)cc1OC (stereo not given)	13%
Next compounds follow.
SMILES	Pf Dd2 inh
Cc1cc(NC(=O)c2ccc3c(c2)N(C)C2CCCCCN2C3=O)ccc1Cl (stereo not given)	i
CCOc1ccc(C(=O)Nc2ccc(-n3nncc3-c3ccc(OC)cc3)cc2)cc1	92%[activator]
O=C(c1ccc(Cl)s1)N1CCCC2(CN[S+](=O)([O-])c3cccnc3O2)C1 (stereo not given)	7%
COCCC(=O)NC(C)C(=O)N1CCN(c2ccccn2)CC1 (stereo not given)	7%
CC(C)NC(=O)NC[C@H]1OC[C@@H](NC2CCNCC2)[C@@H]1O	-6%[44.1 µM]
CSCC(=O)N[C@H]1CCN2C(=O)c3cc(-c4cccs4)ccc3NC(=O)[C@H]12	i
O=C(NCc1cc(F)cc(F)c1)c1nc(-c2ccc(F)cc2)c2ccccn12	?
CC1(COCC2CC2)COc2ccc(C(=O)NCc3cccnc3)cc2N1 (stereo not given)	-23%[44.1 µM]
CS(=O)(=O)N1CCc2ccc(C(=O)NCc3ccc(OC(F)(F)F)cc3)cc21	?
CCN1CC(C(=O)NCCc2nc(C(C)C)no2)CCC1=O (stereo not given)	2%
Cc1cc(C)cc(NC(=O)Nc2ccc3nc(N4CCN(C)CC4)cc(C)c3c2)c1	?
